# West Nile virus CPE: West Nile virus antiviral activity, cell-based, CPE readout (AID 1621); West Nile virus-infected cells, CPE inhibition; higher % means a stronger effect; CPE inhibition, % at 10 µM, or IC50 in µM where a hit was titrated; hit rate 0.02% among 290,000; in the data active = a potency from the dose series; inconclusive = CPE inhibition mostly from about 3.7% at the one dose, without a potency; inactive = the rest, 99 in 100 with CPE inhibition below about 2.2%; note: strong numbers were not always called active
# P. falciparum M1AAP: P. falciparum M1AAP inhibitors, biochemical, fluorogenic H-Leu-NHMec substrate, 1536-well (AID 1445); recombinant M1AAP, H-Leu-NHMec fluorogenic kinetic assay; higher % means a stronger effect; inhibition, % at 30 µM; hits with a dose series show IC50 in µM; hit rate 0.42% among 220,000;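 active = primary inhibition above the hit cutoff, then over 50% inhibition at one or more dose response concentrations, cut at about 23% in these data, passing the limit was not always enough; inconclusive = conflicting primary data, or primary hits not chosen for dose response; inactive = low primary inhibition, or under 50% at every dose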;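 note: plate controls were DMSO full reaction for no effect and no enzyme background for full effect; strong numbers were not always called active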
# RSV CPE inhibition: inhibition of RSV-induced cytopathic effect – HEp-2 cells, primary 10 µM value included (AID 2391); hit rate 0.13% among 310,000; one-dose CPE inhibition, % at 10 µM; IC50 in µM for titrated hits; HEp-2 cells, RSV-induced CPE inhibition; higher % means a stronger effect; in the data active = a potency from the dose series; inconclusive = CPE inhibition mostly from about 23% at the one dose, without a potency; inactive = the rest, 99 in 100 with CPE inhibition below about 21%; note: strong numbers were not always called active
# TNAP activators: stimulation of alkaline phosphatase TNAP activity – biochemical, luminescent, no phosphate acceptor, uHTS, primary screen (AID 1001). purified TNAP, luminescent activation assay, no phosphate acceptor; higher activation fold means a stronger effect. hit rate 0.03% among 200,000. activation fold at 20 µM, or EC50 in µM where a hit was titrated; in the data active = activation fold from about 3, or a potency from the dose series; inactive = the rest, 99 in 100 with activation fold below about 1.6; note: many of its hits are not listed in these tables
# P. falciparum M17LAP: P. falciparum M17LAP inhibitors, primary screen, biochemical, fluorogenic H-Leu-NHMec substrate, 1536-well (AID 1619); one-dose inhibition, % at 30 µM; IC50 in µM for titrated hits; recombinant M17LAP, H-Leu-NHMec fluorogenic kinetic assay; higher % means a stronger effect; hit rate 0.38% among 220,000;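 active = compound inhibiting the enzyme by more than half at any dose during confirmatory dose-response retesting; inconclusive = strong single-dose inhibitors picked by rank but not retested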;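 note: plate controls were full reaction with DMSO carrier for no effect and no enzyme background for full effect; strong numbers were not always called active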
# human PMI inhibition: inhibitors of human PMI, primary screen, biochemical, fluorescence intensity, coupled assay (AID 1209); purified PMI enzyme, coupled fluorescence intensity; higher % means a stronger effect; inhibition, % at 20 µM, or IC50 in µM where a hit was titrated; hit rate 0.42% among 190,000;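 note: plate controls were DMSO vehicle for no effect and wells lacking substrate for full effect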
# human PMI inhibitors: human PMI inhibitors, high substrate, primary screen, biochemical, fluorescence intensity, high mannose 6-phosphate (AID 1220) | recombinant PMI enzyme, coupled fluorescence intensity; higher % means a stronger effect | one-dose inhibition, % at 20 µM; IC50 in µM for titrated hits | hit rate 0.66% among 190,000
# K1F lysis inhibition: protection from phage-mediated lysis, alamar blue read-out – E. coli UTI89, K1F phage, bacterial capsule biogenesis inhibitors (AID 488966); inhibition, % at 100 µM, or IC50 in µM where a hit was titrated; E. coli UTI89 K1F phage lysis, alamar blue, 2 h; higher % means a stronger effect; hit rate 0.02% among 340,000;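 active = phage lysis inhibition, versus mean bacterial control, above a set limit; inconclusive = no clear call, values can overlap the other calls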;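 note: capsule biogenesis inhibitors block K1F phage lysis so surviving cells raise fluorescence; higher fluorescence means more inhibition of phage lysis; actives were called in the ten point dose series up to 300 µM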
# T cell modulator: modulates CD8 T cell binding to vesicles; hit rate 0.068% among 330,000; calls only at 7 µM; 2C CD8+ T cell-vesicle binding, flow cytometry; hits give low values;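 active = response, share of CD8 T cells binding vesicles, and their 90th percentile fluorescence all below set limits, cut at about 80% in these data, passing the limit was not always enough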
#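 incubation = binding step 1.5 h, 37 °C, antibody labelling 20 min, ice | test system = 2C mouse CD8+ T cells | read-out basis = percent CD8+ FL2 mean versus row control | controls = Peptide-free naked vesicles (low) and QL9 vesicles with 0.7% DMSO vehicle (high) | detection = flow cytometry of vesicle-bound cells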
# T cell modulator vesicle-bound %: recorded beside T cell modulator, whose call it bears; double positive events, %; measured here: CD8+ vesicle-bound cell fraction;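 binding gate set so that unloaded-vesicle control wells show 10% double positive cells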
# Active calls of the source: *; i = inactive; ? = inconclusive; nt = not tested or not shown; [ ] = remark or other dose. Cut-off read from the data, not from the text of the source, unless noted: active = inhibition above about 50%; inactive = the rest.
# Below each SMILES – West Nile virus CPE	P. falciparum M1AAP	RSV CPE inhibition	TNAP activators	P. falciparum M17LAP	human PMI inhibition	human PMI inhibitors	K1F lysis inhibition	T cell modulator	T cell modulator vesicle-bound %
> COc1ccc(-c2cc(=O)oc3cc(OCC(=O)N4CCOCC4)ccc23)cc1
→ 0.1%	nt	1.8%	nt	nt	nt	nt	0.4%	i	37
> Cc1cc(OCC(=O)N2CCN(c3cccc(Cl)c3)CC2)c2c(C)c(C)c(=O)oc2c1
→ ?	nt	-0.1%	nt	nt	nt	nt	0.2%	i	20
> O=C(CSc1ncccc1C(=O)O)Nc1ccc2c(c1)OCCO2
→ 1.3%	nt	1.0%	nt	nt	nt	nt	0.4%	i	32
> CCCCn1nc2cc(C(=O)N(CC)c3ccc(OC)cc3)ccc2c1OCC
→ -1.1%	3%	4.1%	1.1	16%	10%	13%	-0.7%	nt	nt
> Cc1nn(C(=O)c2ccc3c(c2)OCO3)c(N)c1-c1ccccc1
→ 0.3%	5%	7.2%	1	-1%	17%	8%	-0.1%	i	37
> CC(=O)c1ccccc1OC(=O)c1ccco1
→ 0.0%	-6%	1.5%	1	-8%	0%	-1%	1.9%	i	16
> COC(=O)[C@@H]1Cc2c([nH]c3ccccc23)C(C)N1C(=O)c1ccccc1 (stereo partly drawn)
→ -1.5%	nt	3.8%	nt	nt	nt	nt	-0.2%	i	52
> CCOC(=O)c1c(-c2cccs2)csc1NC(=O)C(C)(C)C
→ -0.2%	12%	43%	1.1	-4%	3%	4%	0.1%	i	54
> O=C(CSc1nc2c(sc3ccccc32)c(=O)n1Cc1ccccc1)NCC1CCCO1 (stereo not drawn)
→ -0.9%	0%	0.7%	1.1	5%	15%	11%	0.2%	i	11
> CCOC(=O)C1=NN(c2cccc(Cl)c2)C2=NC(C)=C(C(=O)OC)C(c3cccs3)N12 (stereo not drawn)
→ 0.1%	-4%	-0.1%	1.1	-5%	11%	10%	0.1%	i	14
> COc1ccc(C2OC(=O)Cc3cc(OC)c(OC)cc32)cc1 (stereo not drawn)
→ 0.4%	11%	-0.6%	1.1	6%	6%	0%	0.8%	i	51
> O=S(=O)(Nc1ccccc1)c1ccc(F)cc1
→ -0.7%	-1%	0.6%	1.1	0%	-2%	-1%	-0.1%	i	32
> CCc1ccc(NC(=O)C(C)Nc2ccc(S(=O)(=O)NC(C)=O)cc2)cc1 (stereo not drawn)
→ 0.3%	-2%	0.0%	1.1	4%	-20%	-19%	0.7%	i	55
> O=S(=O)(NC1CCN(Cc2ccccc2)CC1)c1ccc(Cl)cc1
→ -0.7%	-5%	-0.8%	nt	-3%	nt	nt	nt	i	15
> C=C1C2(C(=O)Nc3ccc(SC(F)F)cc3)CCC(C2)C1(C)C (stereo not drawn)
→ -0.9%	-5%	2.8%	1	-5%	17%	12%	1.8%[50 µM]	i	0
> CCCN(CCC)CCNC(=O)c1cc2c(-c3ccc(Cl)cc3)nn(C)c2s1
→ 1.2%	nt	0.8%	nt	nt	nt	nt	0.1%	i	49
> O=S(=O)(c1ccc(NC2CCCc3ccccc32)nc1)N1CCOCC1 (stereo not drawn)
→ -1.4%	-2%	?	1.1	-3%	4%	10%	-0.1%	i	22
> Cc1noc(C)c1COc1ccc(C(=O)OCC(=O)N2c3ccccc3NC(=O)C2(C)C)cc1
→ 0.5%	-3%	-2.4%	1	3%	-3%	-2%	4.2%	i	24
> COc1cccc(CNC(=O)C2CCN(S(=O)(=O)c3ccc4c(c3)CCC(=O)N4)CC2)c1
→ 0.2%	-1%	0.0%	1.1	6%	-3%	-2%	-2.2%	i	48
> CCO[C@H]1OC(C(=O)N2CCOCC2)=C[C@@H](c2ccc(C(F)(F)F)cc2)[C@@H]1CCCO
→ 0.1%	5%	0.1%	1.1	1%	1%	-2%	0.8%	i	12
> CCN(c1ccc(C)cc1C)S(=O)(=O)c1nnc(NC(=O)C(C)C)s1
→ -1.1%	nt	4.5%	nt	nt	nt	nt	2.2%[50 µM]	i	35
> CCOc1ncccc1C(=O)NCC(c1ccccc1)N(C)C (stereo not drawn)
→ 0.4%	nt	0.7%	nt	nt	nt	nt	0.1%	i	68
> COc1ccc(N(C(=O)/C=C/C(=O)Nc2cc(C)on2)C(C(=O)NC2CCCC2)c2ccccc2C)cc1 (stereo not drawn)
→ ?	18%	15%	1.2	-7%	5%	-7%	-0.4%	i	61
> COc1ccc(S(=O)(=O)Cc2ccc(C(=O)N3CCN(C(=O)c4ccco4)CC3)o2)cc1
→ -0.3%	8%	1.6%	1.2	3%	8%	7%	-2.9%	i	42
> CC(C)Cc1nc(N2CCN(C(=O)C(C)C)CC2)c(C#N)c2c1CCC2
→ -0.6%	7%	8.7%	0.9	8%	-8%	0%	0.5%	i	29
> O=C(NCc1ccco1)C1CCCN(S(=O)(=O)c2cc(Cl)ccc2Cl)C1 (stereo not drawn)
→ 0.0%	nt	0.9%	nt	nt	nt	nt	0.9%[50 µM]	i	13
> c1ccc2c(c1)CC(N1CCCCC1)c1ccccc1N2 (stereo not drawn)
→ -0.3%	9%	-0.5%	1	8%	6%	-2%	0.1%	i	49
> CCOc1cc(C(=O)OC(C)C(=O)Nc2ccc(NC(C)=O)cc2)ccc1OCC(=O)N1CCCCC1 (stereo not drawn)
→ -0.3%	nt	2.5%	nt	nt	nt	nt	1.2%[50 µM]	i	38
> CCCN1CCC(=O)N([C@H](CSc2ccccc2)c2ccccc2)CC1
→ -1.3%	nt	-1.2%	nt	nt	nt	nt	0.6%	i	16
> O=C(CCCOc1ccc(Cl)cc1Cl)NN1CCOCC1
→ -1.0%	-2%	1.2%	1.1	2%	3%	6%	0.9%[50 µM]	i	34
> COc1ccc(C(=O)CC(Nc2ccc([N+](=O)[O-])cc2)c2ccc(OC)cc2)cc1 (stereo not drawn)
→ nt	4%	0.9%	1	3%	32%	28%	0.1%	nt	nt
> Cc1ccc(S(=O)(=O)NNC(=O)c2cc3cc4ccccc4nc3s2)cc1
→ -0.2%	17%	5.2%	1	16%	40%	5%	0.1%	i	50
> O=c1oc2ccccc2c(N2CCOCC2)c1[N+](=O)[O-]
→ 0.2%	13%	-1.3%	1	-14%	2%	3%	0.1%	i	33
> O=C(Nc1ccon1)c1ccc(Cl)c(S(=O)(=O)N2CCCCC2)c1
→ -0.9%	nt	-0.2%	nt	nt	nt	nt	2.7%[50 µM]	i	8
> Cc1nc2nc(COc3ccccc3)[nH]n2c(=O)c1Cc1ccccc1
→ 0.1%	-4%	7.8%	1.1	8%	6%	0%	2.4%	i	52
> CCOC(=O)C(CC)/C(C)=N\NC(=O)c1ccccc1O (stereo not drawn)
→ 1.3%	14%	0.1%	1	15%	-2%	-15%	2.2%[50 µM]	i	23
> Cc1cccc2nc(CSc3ccccc3N)cn12
→ 0.0%	5%	2.2%	nt	11%	nt	nt	-0.2%	i	53
> CC1(C)Cc2c(cnn2-c2cccc(F)c2)C(NC(=O)c2ccc[n+]([O-])c2)C1 (stereo not drawn)
→ 0.0%	nt	1.4%	nt	nt	nt	nt	-0.1%	i	67
> Cc1ccc(NC(=O)C2CCN(C(=O)c3ccco3)CC2)cc1C
→ -0.6%	nt	0.8%	nt	nt	nt	nt	0.4%	i	27
> Nc1ccc2c(c1)Cc1cc([N+](=O)[O-])ccc1-2
→ -0.9%	6%	?	1	-9%	-16%	-6%	0.0%	i	62
> CSc1ccc(Cl)c(C(=O)OCC(=O)N(C)CCC#N)c1
→ 0.5%	-2%	0.6%	1.2	2%	-10%	0%	1.2%	i	14
> CC12CCC(c3c(C(=O)O)nn(-c4ccc(F)cc4)c31)C2(C)C (stereo not drawn)
→ -0.1%	14%	1.0%	1	12%	8%	9%	0.3%	i	8
> CC(C)(C)n1nnnc1C(c1ccc(C(F)(F)F)cc1)N(Cc1ccc(F)cc1)Cc1ccco1 (stereo not drawn)
→ 0.6%	9%	29%	1	6%	16%	14%	0.5%	i	28
> CC1CCCCC1NC(=O)CCCCCn1c(=S)[nH]c2ccccc2c1=O (stereo not drawn)
→ -0.7%	5%	5.2%	1.1	17%	0%	0%	0.1%	i	15
> COc1ccc2oc(=O)c(/C(C)=N/Nc3ccccc3)cc2c1
→ -0.4%	1%	2.2%	1.1	-5%	-85%	-148%	-0.2%	i	21
> O=C(O)C(Cc1ccc(O)cc1)N1C(=O)c2ccccc2C1=O (stereo not drawn)
→ 0.3%	nt	1.0%	nt	nt	nt	nt	0.2%	i	42
> CCOc1ccc(NC(=O)c2nc(SCC)ncc2Cl)cc1
→ -0.1%	nt	3.4%	nt	nt	nt	nt	0.1%	i	57
> COC(=O)CC1SC(=O)NC1=Nc1cccc(C)c1 (stereo not drawn)
→ 0.4%	6%	1.7%	1.1	11%	0%	-1%	3.9%[50 µM]	i	30
> CCOC(=O)c1c(N)c(C#N)cn1-c1ccccc1
→ 1.9%	-1%	0.4%	1.1	-2%	10%	10%	2.8%	i	22
> COC(=O)c1cccc(Nc2ncnc3ccc(C)cc23)c1
→ -0.6%	3%	-1.5%	1.1	2%	2%	6%	0.1%	i	42
> Cc1nc2ncnn2c(Nc2ccc3c(c2)OCO3)c1Cc1ccccc1
→ -0.4%	0%	-2.0%	0.8	1%	-11%	-7%	6.5%	i	38

# For convenience, some entries already given:
# Below each SMILES – West Nile virus CPE	P. falciparum M1AAP	RSV CPE inhibition	TNAP activators	P. falciparum M17LAP	human PMI inhibition	human PMI inhibitors	K1F lysis inhibition	T cell modulator	T cell modulator vesicle-bound %
> CCc1ccc(NC(=O)C(C)Nc2ccc(S(=O)(=O)NC(C)=O)cc2)cc1 (stereo not drawn)
→ 0.3%	-2%	0.0%	1.1	4%	-20%	-19%	0.7%	i	55
> O=S(=O)(NC1CCN(Cc2ccccc2)CC1)c1ccc(Cl)cc1
→ -0.7%	-5%	-0.8%	nt	-3%	nt	nt	nt	i	15
> C=C1C2(C(=O)Nc3ccc(SC(F)F)cc3)CCC(C2)C1(C)C (stereo not drawn)
→ -0.9%	-5%	2.8%	1	-5%	17%	12%	1.8%[50 µM]	i	0
> CCCN(CCC)CCNC(=O)c1cc2c(-c3ccc(Cl)cc3)nn(C)c2s1
→ 1.2%	nt	0.8%	nt	nt	nt	nt	0.1%	i	49
> O=S(=O)(c1ccc(NC2CCCc3ccccc32)nc1)N1CCOCC1 (stereo not drawn)
→ -1.4%	-2%	?	1.1	-3%	4%	10%	-0.1%	i	22
